BioA inh = M. tuberculosis BioA enzyme inhibitors, primary screen, biochemical, plate reader, single point, HTS. 7,8-diaminopelargonic acid synthase BioA (Mycobacterium tuberculosis). purified M. tuberculosis BioA enzyme. inhibition, % at 9.99 µM. hit rate 0.096% among 360,000. AID 602481, 2012; in the data active means inhibition above about 40%
TcdB GH inh = TcdB glycohydrolase inhibitors, primary screen, biochemical, single point, plate reader. hit rate 0.24% among 350,000. inhibition, % at 9.99 µM. AID 652162, 2013. TcdB glycohydrolase enzymatic assay; in the data active means inhibition above about 10%
* marks the source's active call; other numbers are inactive results; & = joins results of further samples. Only part of the results is shown (hit frequency here may not be typical).

SMILES	BioA inh	TcdB GH inh
CO[C@H]1CN(C)C(=O)c2cc(NC(=O)Cc3ccccc3)ccc2OC[C@@H](C)N(CC2CC2)C[C@H]1C	-0.3	0.1
O=C(C[C@H]1CC[C@@H]2[C@H](COC[C@H](O)CN2C(=O)Nc2cccc(Cl)c2)O1)N1CCCCC1	0.7	0.9
CC(C)(O)C#Cc1ccc([C@H]2[C@H]3CN(S(C)(=O)=O)CCCCN3[C@H]2CO)cc1	-0.7	0.3
CCCNC(=O)NC[C@@H]1[C@H](c2ccc(C3=CCCC3)cc2)[C@@H](CO)N1C(=O)CC	-2.1	-4.0
Cc1ccc(S(=O)(=O)Nc2ccc3c(c2)CC(=O)N([C@H](C)CO)C[C@@H](C)[C@@H](CN(C)Cc2ccc(Oc4ccccc4)cc2)O3)cc1	-0.5	0.2
C[C@H](CO)N1C[C@H](C)[C@H](CN(C)Cc2ccccc2)Oc2cc(C#Cc3ccccn3)ccc2S1(=O)=O	0.2	-1.1
O=C(C[C@H]1C[C@@H]2c3cc(NS(=O)(=O)c4ccc(F)cc4)ccc3O[C@@H]2[C@@H](CO)O1)NCc1ccccc1F	-1.4	1.3
CO[C@H](CN(C)C(=O)c1ccccc1F)[C@H](C)CN([C@@H](C)CO)S(=O)(=O)c1ccc(Cl)cc1	-1.0	0.5
COC(=O)C[C@@H]1CC[C@H]2[C@@H](COc3ccc(NC(=O)c4ccc(OC)cc4)cc3C(=O)N2C)O1	-1.4	-0.2
CO[C@H]1CN(C)C(=O)c2ccc(NC(=O)Nc3c(C)noc3C)cc2OC[C@@H](C)N(CC2CC2)C[C@@H]1C	3.2	0.6
CCCNC(=O)C[C@H]1CC[C@@H]2[C@H](COC[C@@H](O)CN2Cc2ccc(Cl)c(Cl)c2)O1	-1.8	-1.0
Cc1ccccc1-c1ccc([C@@H]2[C@H](CO)N3CCCCN(C(=O)c4cccnc4)C[C@@H]23)cc1	-4.4	-0.2
O=S(=O)(N[C@@H]1CC[C@H](CCn2cc(-c3cccc(F)c3)nn2)O[C@H]1CO)c1ccc(F)cc1	2.6	0.8
C[C@H](CO)N1C[C@H](C)[C@@H](CN(C)S(=O)(=O)c2ccccc2)OCCCC[C@H](C)Oc2ccc(NC(=O)Nc3ccc(C(F)(F)F)cc3)cc2C1=O	-1.1	0.0
COCC(=O)Nc1ccc2c(c1)OC[C@@H](C)N(CCC(F)(F)F)C[C@H](C)[C@H](OC)CN(C)C2=O	-5.7	0.3

Structural class, the compounds so far with a CF3 group (2)
SMILES	BioA inh	TcdB GH inh
C[C@H](CO)N1C[C@H](C)[C@@H](CN(C)S(=O)(=O)c2ccccc2)OCCCC[C@H](C)Oc2ccc(NC(=O)Nc3ccc(C(F)(F)F)cc3)cc2C1=O	-1.1	0.0
COCC(=O)Nc1ccc2c(c1)OC[C@@H](C)N(CCC(F)(F)F)C[C@H](C)[C@H](OC)CN(C)C2=O	-5.7	0.3

(further entries)
SMILES	BioA inh	TcdB GH inh
C[C@H]1CN([C@@H](C)CO)C(=O)Cc2cc(NS(=O)(=O)c3ccccc3)ccc2O[C@@H]1CN(C)S(C)(=O)=O	-1.4	-1.2
COCC#Cc1ccc2c(c1)O[C@@H](CN(C)Cc1cccnc1)[C@H](C)CN([C@H](C)CO)S2(=O)=O	-0.5	-0.2
C[C@H](CO)N1C[C@H](C)[C@H](CN(C)S(=O)(=O)c2ccc(Cl)cc2)Oc2ccc(NS(=O)(=O)c3cccs3)cc2CC1=O	3.5	-0.3
Cc1ccc(S(=O)(=O)Nc2ccc3c(c2)C(=O)N([C@H](C)CO)C[C@@H](C)[C@@H](CN(C)C(=O)C2CCCCC2)OCCCC[C@H](C)O3)cc1	0.2	-0.9
COc1ccc(NC(=O)Nc2ccc3c(c2)[C@H]2C[C@H](CC(=O)N(C)C)O[C@@H](CO)[C@H]2O3)cc1	-1.0	0.2
Cc1noc(C)c1S(=O)(=O)N(C)C[C@@H]1OCCCC[C@H](C)Oc2ccc(NC(=O)CCCN(C)C)cc2C(=O)N([C@H](C)CO)C[C@@H]1C	-2.2	0.0
C[C@@H]1CCCCO[C@H](CN(C)Cc2ccc(Cl)c(Cl)c2)[C@@H](C)CN([C@@H](C)CO)C(=O)c2cc(NC(=O)c3ccccc3)ccc2O1	1.1	-0.7
C[C@@H]1CN([C@@H](C)CO)S(=O)(=O)c2ccc(C#Cc3ccccn3)cc2O[C@@H]1CN(C)Cc1ccc(F)cc1	10.1	-1.1
Cn1cnc(S(=O)(=O)N[C@H]2C=C[C@H](CC(=O)Nc3ccc(-c4ccccc4)cc3)O[C@H]2CO)c1	-0.5	-0.6
O=C(Nc1ccc(F)cc1)N1C[C@H]2[C@@H](c3ccccc31)[C@@H](CO)N2C(=O)c1ccncc1	-2.0	0.1
C[C@H]1CN([C@@H](C)CO)C(=O)c2cc(NC(=O)C3CC3)ccc2O[C@@H]1CN(C)Cc1ccccc1	-1.3	-3.1
CN1c2ccc(-c3cccc(F)c3)cc2[C@H]2[C@H](CCN2C(=O)Cc2cccnc2)[C@@H]1CO	10.5	-0.9
CC(C)N(C[C@H]1N[C@H](CO)[C@@H]1c1ccccc1)C(=O)CN1CCOCC1	4.3	1.3
COC(=O)[C@H]1[C@H](CO)[C@H]2Cn3c(ccc(-c4cccnc4)c3=O)[C@H]2N1Cc1cccc(F)c1	27.9	-1.5
C[C@H](CO)N1C[C@H](C)[C@H](CN(C)C)Oc2c(NS(=O)(=O)c3cccs3)cccc2C1=O	-0.3	-2.0

Continued; it opens with the two that closed the last part.
SMILES	BioA inh	TcdB GH inh
COC(=O)[C@H]1[C@H](CO)[C@H]2Cn3c(ccc(-c4cccnc4)c3=O)[C@H]2N1Cc1cccc(F)c1	27.9	-1.5
C[C@H](CO)N1C[C@H](C)[C@H](CN(C)C)Oc2c(NS(=O)(=O)c3cccs3)cccc2C1=O	-0.3	-2.0
CC(C)CC#Cc1cnc2c(c1)C(=O)N([C@H](C)CO)C[C@H](C)[C@@H](CN(C)C(=O)C1CCCCC1)O2	4.3	0.8
O=C(NCc1ccccc1)[C@H]1[C@H](CO)[C@H]2Cn3c(cccc3=O)[C@@H]1N2CC1CCCC1	1.3	-0.6
Cc1ccc(S(=O)(=O)Nc2ccc3c(c2)C(=O)N([C@@H](C)CO)C[C@H](C)[C@H](CN(C)Cc2ccc(C(=O)O)cc2)OCCCC[C@H](C)O3)cc1	0.9	0.2
COc1ccc(NC(=O)Nc2cccc3c2O[C@@H](CN(C)S(=O)(=O)c2ccc(C)cc2)[C@H](C)CN([C@@H](C)CO)C3=O)cc1	-1.1	-1.0
C[C@@H]1CN([C@H](C)CO)C(=O)c2cc(NS(=O)(=O)c3ccc(Cl)cc3)ccc2O[C@@H](C)CCCCO[C@H]1CN(C)S(=O)(=O)c1ccc(F)cc1	-2.9	0.4
C[C@@H]1CN([C@@H](C)CO)C(=O)c2cc(-c3ccccc3)cnc2O[C@@H]1CN(C)C(=O)Nc1ccccc1F	-0.2	-4.0
COc1ccccc1CN1[C@@H]2CN(C(=O)C3CCOCC3)c3ccccc3[C@@H]2[C@@H]1CO	-1.0	0.9
O=C(C[C@H]1CC[C@@H](NC(=O)c2ccncc2)[C@@H](CO)O1)NCC1CC1	0.7	0.6&0.2
C[C@H](CO)N1C[C@H](C)[C@H](CN(C)Cc2ccncc2)Oc2ccc(NC(=O)Nc3ccc(F)cc3)cc2CC1=O	0.2	-0.3
COc1ccc(NC(=O)Nc2cccc3c2O[C@@H](CN(C)C(=O)Nc2c(C)noc2C)[C@@H](C)CN([C@H](C)CO)C3=O)cc1	1.0	-1.7
C[C@H]1CN([C@@H](C)CO)C(=O)c2cccc(NS(=O)(=O)c3ccc(F)cc3)c2O[C@H]1CN(C)CC1CCCCC1	2.4	0.6
C[C@H](CO)N1C[C@H](C)[C@H](CN(C)C(=O)Nc2ccc(F)cc2)Oc2ccc(NC(=O)Nc3ccccc3)cc2C1=O	3.7	-0.1
CN1c2ccc(-c3ccccc3)cc2[C@@H]2[C@@H](CCN2C(=O)c2ccccc2F)[C@@H]1CO	3.3	-0.3
C[C@@H](NC(=O)C[C@H]1CC[C@H]2[C@@H](COC[C@H](O)CN2C(=O)Nc2cc(Cl)cc(Cl)c2)O1)c1ccccc1	1.3	-1.9
CCCN(C)C[C@@H]1Oc2cc(C#Cc3ccc(F)cc3)ccc2S(=O)(=O)N([C@@H](C)CO)C[C@H]1C	-1.4	-0.1
C[C@H](CO)N1C[C@H](C)[C@H](CN(C)S(=O)(=O)c2cn(C)cn2)Oc2ccc(NC(=O)CCN3CCOCC3)cc2C1=O	-1.1	-0.2
Cc1noc(C)c1NC(=O)Nc1ccc2c(c1)C(=O)N([C@H](C)CO)C[C@H](C)[C@@H](CN(C)CC1CCCCC1)OCCCC[C@@H](C)O2	-4.6	0.4
C[C@@H]1CN([C@H](C)CO)C(=O)c2cc(NS(=O)(=O)c3cn(C)cn3)ccc2O[C@@H]1CN(C)C(=O)Nc1ccc2c(c1)OCO2	1.2	0.1
C[C@@H]1CCCCO[C@H](CN(C)Cc2ccc(C(F)(F)F)cc2)[C@@H](C)CN([C@@H](C)CO)C(=O)c2cc(NC(=O)CCCN(C)C)ccc2O1	-1.0	0.1
CC(C)NC(=O)N(C)C[C@H]1Oc2cc(C#CC(C)(C)O)ccc2S(=O)(=O)N([C@H](C)CO)C[C@H]1C	-3.4	1.3
Cc1noc(C)c1S(=O)(=O)Nc1ccc2c(c1)C(=O)N([C@H](C)CO)C[C@@H](C)[C@@H](CN(C)Cc1ccc(C(=O)Nc3ccccc3N)cc1)O2	-0.9	0.4
C[C@@H]1CN([C@@H](C)CO)C(=O)Cc2cc(NS(=O)(=O)c3ccc(F)cc3)ccc2O[C@@H]1CN(C)Cc1ccc(C(=O)Nc2ccccc2N)cc1	-0.9	1.0
COc1ccc(S(=O)(=O)N(C)C[C@H]2Oc3c(NC(=O)C4CCOCC4)cccc3C(=O)N([C@@H](C)CO)C[C@H]2C)cc1	-2.8	1.9
Cc1cc(C(=O)Nc2cccc3c2O[C@H](CN(C)Cc2ccc(C(F)(F)F)cc2)[C@@H](C)CN([C@@H](C)CO)C3=O)n(C)n1	4.4	1.3
COc1ccccc1C(=O)Nc1ccc2c(c1)C(=O)N(C)C[C@@H](OC)[C@H](C)CN(C)[C@H](C)CO2	-2.2	-0.4
Cc1noc(C)c1NC(=O)Nc1ccc2c(c1)C(=O)N([C@H](C)CO)C[C@H](C)[C@H](CN(C)C(=O)Nc1ccc(F)cc1)O2	-0.3	0.4
C[C@H]1CN([C@@H](C)CO)C(=O)c2cc(NC(=O)CCCN(C)C)ccc2O[C@H]1CN(C)S(=O)(=O)c1cccs1	13.6	0.1
CCCC#Cc1ccc2c(c1)O[C@H](CN(C)C(=O)C1CC1)[C@@H](C)CN([C@H](C)CO)S2(=O)=O	7.2	0.0
C[C@H](CO)N1C[C@H](C)[C@@H](CN(C)C)Oc2cc(C#CC3(O)CCCC3)ccc2S1(=O)=O	0.7	-1.5
CO[C@@H]1CN(C)C(=O)c2ccc(NC(=O)C3CCC3)cc2OC[C@H](C)N(Cc2ccncc2)C[C@@H]1C	-0.1	1.5

One compound at a time, as listed above:
CCCN(C)C[C@@H]1Oc2cc(C#Cc3ccc(F)cc3)ccc2S(=O)(=O)N([C@@H](C)CO)C[C@H]1C in the list: BioA inh: -1.4; TcdB GH inh: -0.1
C[C@@H]1CN([C@H](C)CO)C(=O)c2cc(NS(=O)(=O)c3ccc(Cl)cc3)ccc2O[C@@H](C)CCCCO[C@H]1CN(C)S(=O)(=O)c1ccc(F)cc1 in the list: BioA inh: -2.9; TcdB GH inh: 0.4

Going on with the list.
SMILES	BioA inh	TcdB GH inh
CC(C)NC(=O)N(C)C[C@H]1Oc2c(NC(=O)c3ccc(-c4nccs4)cc3)cccc2C(=O)N([C@H](C)CO)C[C@@H]1C	-4.1	0.2
O=C(NCC1CC1)[C@H]1[C@H](CO)[C@H]2Cn3c(ccc(-c4cccnc4)c3=O)[C@@H]1N2C(=O)C1CCCCC1	-0.7	-7.5
C[C@@H]1CN([C@H](C)CO)S(=O)(=O)c2ccc(-c3ccncc3)cc2O[C@@H]1CN(C)C(=O)Nc1ccc(C(F)(F)F)cc1	2.0	1.3
C[C@@H]1CN([C@@H](C)CO)C(=O)c2cc(-c3cccc(F)c3)cnc2O[C@@H]1CN(C)Cc1cncnc1	-5.2	-1.6
O=C(C[C@@H]1CC[C@@H]2[C@H](COC[C@@H](O)CN2CC2CC2)O1)NCC1CC1	2.4	0.3
C[C@H](O)C#Cc1ccc([C@@H]2[C@H]3CN(C(=O)c4ccc5c(c4)OCO5)CCCCN3[C@H]2CO)cc1	3.1	-1.3
COCC(=O)N1C[C@@H](C)[C@H](OC)CN(C)C(=O)c2cc(NC(=O)Nc3ccccc3)ccc2OC[C@H]1C	1.3	0.8
O=C(C[C@H]1C[C@@H]2c3cc(NC(=O)Nc4ccccc4)ccc3O[C@@H]2[C@@H](CO)O1)NCC(F)(F)F	3.2	0.4
O=C(NCc1ccccc1Cl)[C@@H]1[C@@H](CO)[C@@H]2Cn3c(cccc3=O)[C@@H]2N1C(=O)C1CCC1	-1.8	-0.1
CC(=O)N(C)C[C@@H]1Oc2ncc(-c3cccnc3)cc2C(=O)N([C@@H](C)CO)C[C@@H]1C	0.1	-1.1
O=C(NCC[C@@H]1CC[C@@H](NC(=O)c2cccnc2)[C@@H](CO)O1)Nc1ccc(Cl)cc1	0.6	0.5
Cc1ccc(S(=O)(=O)N(C)C[C@H]2Oc3ccc(NC(=O)Nc4ccc(C(F)(F)F)cc4)cc3C(=O)N([C@H](C)CO)C[C@@H]2C)cc1	-7.1	-1.0
C[C@@H]1CN([C@@H](C)CO)C(=O)c2cc(Br)cnc2O[C@H]1CN(C)C(=O)c1ccc(F)cc1	14.4	-1.9
